HTR1A agonist – agonists of human 5-HT1a serotonin receptor. P08908. CHO 5-HT1a Ga15 NFAT-bla reporter, FRET ratio; 0% basal, 100% maximal reference agonist. activation, % at 10 µM. AID 567. 65,000 tested, 0.56% active;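 active = activation above the screen-wide mean activation plus 3 SD, cut at about 19% in these data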;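 note: 0% = DMSO wells and 100% = 5-CT at EC100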
Target sequence (P08908 whole entry, looked up): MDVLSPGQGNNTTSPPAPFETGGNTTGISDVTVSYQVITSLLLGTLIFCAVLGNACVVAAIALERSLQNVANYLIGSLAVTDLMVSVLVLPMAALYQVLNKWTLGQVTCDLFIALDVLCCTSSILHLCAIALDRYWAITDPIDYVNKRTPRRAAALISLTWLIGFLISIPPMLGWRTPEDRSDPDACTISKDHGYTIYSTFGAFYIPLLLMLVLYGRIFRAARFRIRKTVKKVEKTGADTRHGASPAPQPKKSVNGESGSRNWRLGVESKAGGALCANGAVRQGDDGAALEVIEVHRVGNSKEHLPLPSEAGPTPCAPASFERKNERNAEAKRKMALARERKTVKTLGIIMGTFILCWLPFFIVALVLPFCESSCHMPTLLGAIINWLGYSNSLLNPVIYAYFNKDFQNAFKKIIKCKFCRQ
NADH coupling – blocks coupling enzymes of NAD/NADH assays | coupled PK/LDH NADH assays, four targets | IC50, µM (titrated, usually from 10 µM), for the others: top-dose inhibition | 65,000 tested, 0.02% active | AID 774;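 active = single-dose screening hits from any of four coupled enzyme assays that gave an IC50 when retested across doses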;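 note: the DPM-DC format reads NADH fluorescence rather than 340 nm absorbance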
5-HT1A blocker – 5-HT1a (human) receptor antagonism; 62,000 tested, 0.68% active; inhibition, % at 10 µM; CHO 5-HT1a Ga15 NFAT-bla reporter, antagonist mode; AID 612;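 active = inhibition above the mean of all tested compounds plus 3 SD, cut at about 43% in these data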;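 note: receptor stimulated by 5-CT agonist at 100 nM near EC80; beta-lactamase reporter measured by ratiometric fluorescence of a cleavable substrate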
MMP-13 inhibitor – inhibitors of human MMP13 | 65,000 tested, 0.07% active | AID 570 | inhibition, % at 4 µM | MMP-13 fTHP FRET cleavage, Mca fluorescence | P45452;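 active = inhibition above the mean of compound-free control plate wells plus 3 SD, cut at about 14% in these data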;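 note: 0% = DMSO wells and 100% = wells with reference MMP-13 inhibitor after basal subtraction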
RORa activator – activates the human nuclear receptor RORA | AID 560 | P35398 | 65,000 tested, 1.5% active | activation, % at 10 µM | CHO-K1 Gal4-RORA LBD luciferase reporter, luminescence; percent increase over mock-subtracted basal signal;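 active = activation above the mean of all tested compounds plus 3 SD, cut at about 49% in these data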;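 note: 0% = DMSO-treated RORA cells and 100% = added signal equal to DMSO minus mock-transfected cells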
Abs 340nm – absorbance at 340 nm; compound absorbance at 340 nm, fold over control; fold change at 10 µM; 65,000 tested, under 10 active;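 active = at 10 µM dose, initial 340 nm absorbance at least 2 fold that of control wells; inactive = change under 2 fold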;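 note: initial absorbance extrapolated from kinetic A340 decline of NADH oxidation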
TNAP act DEA – activators of human TNAP at intermediate phosphate acceptor | activation factor at 20 µM | P05186 | 64,000 tested, under 10 active | AID 813 | purified TNAP, CDP-star luminescence, 100 mM DEA, 30 min; stronger effect = higher value; scale: 0 levamisole-inhibited, 1 vehicle-only enzyme;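 active = activation factor of at least 2 at 20 µM, relative to controls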
SF1 activator – activates the human nuclear receptor SF-1; CHO-K1 Gal4-SF-1 LBD luciferase reporter; % increase over DMSO SF-1-specific signal; activation, % at 10 µM; 65,000 tested, 1.9% active; Q13285;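 active = activation above the mean activation of all tested compounds plus 3 SD, cut at about 50% in these data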
Target sequence (Q13285 whole entry, looked up, the tested form may be a part): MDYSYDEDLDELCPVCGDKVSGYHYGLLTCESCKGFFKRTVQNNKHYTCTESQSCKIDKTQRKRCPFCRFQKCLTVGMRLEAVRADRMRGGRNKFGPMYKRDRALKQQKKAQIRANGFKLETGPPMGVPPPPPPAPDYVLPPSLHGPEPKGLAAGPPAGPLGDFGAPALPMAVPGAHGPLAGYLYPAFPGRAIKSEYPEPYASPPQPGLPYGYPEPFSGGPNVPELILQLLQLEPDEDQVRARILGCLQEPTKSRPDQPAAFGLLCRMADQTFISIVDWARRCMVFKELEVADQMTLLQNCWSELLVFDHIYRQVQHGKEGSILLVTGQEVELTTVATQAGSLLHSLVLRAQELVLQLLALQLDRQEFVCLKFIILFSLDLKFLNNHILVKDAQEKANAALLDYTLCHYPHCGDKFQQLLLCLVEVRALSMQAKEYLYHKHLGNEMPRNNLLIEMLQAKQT
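Assay system: CHO-K1 cells co-transfected with Gal4 DBD–human SF-1 LBD, 5xGal4 luciferase reporter; doses: 10 µM only; incubation: 20 h compound exposure at 37 °C after 1 h cell settling; signal: luciferase light emission; evaluation: percent activation versus DMSO; repeats: one test per compound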
Autofluor 339 – intrinsic fluorescence of library compounds, ex339/em460 – biochemical, MLSMR library, data from DPM-DC assay, artefact control, profiling panel; compound autofluorescence, ex339/em460 nm, NADH buffer; stronger effect = higher value; 1 = no-compound wells, NADH background; fluorescence fold increase at 10 µM; 65,000 tested, 5.5% active;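 active = at 10 µM, mean starting fluorescence two-fold or more over control wells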;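 note: signal is the first read of a kinetic run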
Numbers without * were called inactive; i = inactive; nt = not tested or not shown; [ ] = remark or other dose.

SMILES	HTR1A agonist	NADH coupling	5-HT1A blocker	MMP-13 inhibitor	RORa activator	Abs 340nm	TNAP act DEA	SF1 activator	Autofluor 339
COc1ccc(S(=O)(=O)N2CCCC(C(=O)NCc3ccncc3)C2)cc1Cl (configuration not stated)	-2.9	5.0%	7.1	6.5	-9.1	1.03	0.9	-15.6	1.12
Cc1nn(C)c(N)c1C(O)(c1nccn1C)C(F)(F)F (configuration not stated)	-1.5	4.0%	-13.6	7.2	12.1	0.98	0.9	7.2	1.11
Cc1cc(C)cc(-n2ccnc2SCC(=O)Nc2nccs2)c1	-2.6	4.0%	1.0	5.2	-28.9	0.97	0.9	15.4	1.08
CCCCn1c(S(=O)(=O)O)nc2ccccc21	-5.3	9.0%	-3.8	4.5	-1.6	1.03	1	-9.6	1.04
O=C(Cn1cc2c(n1)CCCCC2)N1CCc2ccccc21	0.0	2.0%	-3.5	3.6	-16.6	0.99	0.8	-7.5	1.01
C/C(Cl)=C/CN1C(=O)C2C3C=CC(C3)C2C1=O (configuration not stated)	-1.6	2.0%	2.2	1.9	-16.6	1	1	-2.2	1.02
O=S(=O)(NCC(c1cccnc1)N1CCN(c2ccccc2)CC1)c1cccs1 (configuration not stated)	0.6	5.0%	5.4	8.3	0.6	1.07	0.9	1.9	1.07
CN1CCN(C(CNS(=O)(=O)c2ccc(Cl)cc2)c2cccnc2)CC1 (configuration not stated)	-1.0	3.0%	-4.0	7.4	-8.6	1.06	1	0.8	1.06
COc1ccccc1NC(=O)c1ccc(NC(=O)CSc2nnnn2C)cc1	-1.2	4.0%	0.9	-5.3	16.6	0.97	0.9	24.7	1.03
CC1(C)CC(=O)C(C#N)=C(NCCCO)C1	-0.9	3.0%	-11.4	2.5	-11.9	0.97	1	-12.6	1
CN(C)S(=O)(=O)c1cccc(C(=O)N2CCc3ccccc32)c1	-2.2	3.0%	-2.4	5.9	-15.8	1.02	0.9	10.4	1.09
CC(C)(C)NC(=O)C1N(c2cccnc2)C(=O)C2C(C(=O)Nc3ccccc3)C3(C)C=CC21O3 (configuration not stated)	-0.1	5.0%	-4.3	-1.2	8.6	1.01	0.9	-20.1	0.9
Cc1cc(C)nc(SCc2nnc(SCC(=O)N3CCCc4ccccc43)o2)n1	-1.0	3.0%	12.9	1.4	-2.6	0.98	1	-1.2	1.17
COc1ccc(C(=O)NCCc2ccc(S(N)(=O)=O)cc2)cc1OC	-1.6	0.0%	6.5	4.3	-11.6	1.04	0.9	6.6	1.15
Cc1cc(N2CCN(C(=O)c3ccco3)CC2)n2nc(C)c(-c3ccccc3)c2n1	1.9	7.0%	-9.4	-2.4	-10.6	1.06	0.9	1.8	1.36

Three records picked at random from those above, as already listed:
SMILES	HTR1A agonist	NADH coupling	5-HT1A blocker	MMP-13 inhibitor	RORa activator	Abs 340nm	TNAP act DEA	SF1 activator	Autofluor 339
Cc1cc(C)cc(-n2ccnc2SCC(=O)Nc2nccs2)c1	-2.6	4.0%	1.0	5.2	-28.9	0.97	0.9	15.4	1.08
COc1ccc(C(=O)NCCc2ccc(S(N)(=O)=O)cc2)cc1OC	-1.6	0.0%	6.5	4.3	-11.6	1.04	0.9	6.6	1.15
O=S(=O)(NCC(c1cccnc1)N1CCN(c2ccccc2)CC1)c1cccs1 (configuration not stated)	0.6	5.0%	5.4	8.3	0.6	1.07	0.9	1.9	1.07

More compounds
SMILES	HTR1A agonist	NADH coupling	5-HT1A blocker	MMP-13 inhibitor	RORa activator	Abs 340nm	TNAP act DEA	SF1 activator	Autofluor 339
Cc1ccc(N(CC(=O)NCc2ccc3c(c2)OCO3)S(=O)(=O)c2c(C)noc2C)cc1	-3.6	3.0%	5.6	7.4	4.8	1.03	0.9	-0.6	1.07
Cc1cccc(OCCSc2cc(C)nc(N)n2)c1	3.3	6.0%	-12.9	3.9	-0.8	1.03	1.1	-2.1	1.11
COC(=O)c1sc(N)c(C(=O)OC)c1CSc1nnnn1C	-0.1	6.0%	-11.3	3.7	1.4	1.06	0.9	9.1	0.99
COCCCNC(=O)C1CCN(c2ncccn2)CC1	0.1	7.0%	-0.8	-6.0	-15.0	1	0.9	-0.4	1.45
CCNc1nc2c(c(=O)[nH]c(=O)n2C)n1Cc1ccc(F)cc1	0.5	7.0%	-8.6	-0.2	-2.2	1.02	1	-23.9	1.04
O=C(Nc1c(C(=O)N2CCOCC2)cnn1-c1ccccc1)c1ccco1	-3.0	5.0%	-9.6	-2.8	-19.5	1.01	1	5.1	1.12
CC1CC(C)CN(CCCNC(=O)c2cn(C)c3ccc(S(=O)(=O)N4CCCC4)cc3c2=O)C1 (configuration not stated)	-0.3	6.0%	3.3	3.3	3.5	1.08	0.9	-1.5	1.09
COCCCNC(=O)CS(=O)(=O)Cc1nc(-c2cccc(OC)c2)oc1C	-3.0	2.0%	2.6	-2.6	-4.8	1.03	0.9	13.6	1.13
CCN1C(=O)CS/C1=C(\C#N)S(=O)(=O)c1ccccc1	1.6	9.0%	-7.2	0.2	-9.5	1.04	0.9	-7.1	1.11
Cc1cccc(C)c1NS(=O)(=O)c1ccc(F)cc1	-4.1	6.0%	1.7	1.8	-15.0	0.97	0.9	5.2	1.12
COC(=O)c1sc(=S)sc1C(=O)OC	-0.7	4.0%	15.3	2.0	-26.7	1.08	0.9	-7.0	1.05
O=C(CCCOc1ccc(Cl)cc1Cl)NCCCO	0.4	2.0%	-2.4	0.6	5.1	1	0.9	-5.1	1.07
COc1nc(C)nc2c1sc(=S)n2C	-0.9	2.0%	6.4	-2.6	1.2	1.11	0.9	24.1	1.15
CCc1nc2cc(C)nn2c2nc3ccccc3n12	-1.9	3.0%	-9.2	1.8	6.3	1.02	0.9	-8.5	1.15
CSCC[C@H](NC(=O)OC(C)(C)C)c1nnc(SCc2ccccc2)o1	-3.4	5.0%	12.3	-0.1	-8.3	1.01	0.9	-10.3	1.07
Cc1cccc(-c2nc3ccccc3c3nncn23)c1	-0.2	2.0%	-1.5	-0.9	29.4	1.04	1	-5.3	1.06
COc1ccc(-n2c(C)nc3cc(C(=O)N4CCOCC4)ccc32)cc1	-1.8	5.0%	-2.3	-0.3	15.7	1	nt	4.8	1.09
CCCC(=O)N(C)c1nnc(-c2ccc(OC)cc2)s1	1.0	5.0%	-9.4	-7.4	10.9	1.05	1	23.9	1.16
COCCCn1c(=S)[nH]c2ccc(N3CCOCC3)cc2c1=O	-1.2	17.0%	4.8	-20.8	0.3	1.04	0.9	9.2	3.82*
O=C(Cn1cnc2c(nnn2Cc2ccc(F)cc2)c1=O)NCc1ccc2c(c1)OCO2	-1.5	6.0%	2.0	5.7	10.8	0.97	nt	3.2	1.09
CCC(NS(=O)(=O)c1c(C)[nH]c(=O)[nH]c1=O)C12CC3CC(CC(C3)C1)C2 (configuration not stated)	-2.1	7.0%	0.4	6.0	2.8	0.98	0.9	-3.6	1.02
N=c1c(C(=O)NCC2CCCO2)cc2c(=O)n3ccccc3nc2n1Cc1cccnc1 (configuration not stated)	16.5	3.0%[fluoresces]	-28.1	i[fluorescence artefact?]	6.2	0.98	0.9	-11.0	3.74*
CCOC(=O)c1c(NS(C)(=O)=O)sc2c1CCC(C)C2 (configuration not stated)	-0.9	8.0%	-9.2	-5.1	1.7	1.04	0.9	1.3	0.9
CC(c1ccc(Br)cc1)N1CC23C=CC(O2)C(C(=O)O)C3C1=O (configuration not stated)	-3.9	1.0%	-4.6	1.6	-13.4	1.05	0.9	-21.3	0.97
O=C(CCn1c(=O)c2ccccc2n(CC(=O)NCCC2=CCCCC2)c1=O)NCc1ccco1	-4.3	3.0%	4.6	-1.7	-18.5	0.98	0.8	-6.6	0.99
O=C(Cn1cnnn1)OCC(=O)c1ccc(Cl)s1	-1.2	9.0%	11.7	-10.1	-14.6	1.02	0.9	-12.5	2.3*
COCCCNC(=O)C(F)(F)C(F)(F)C(=O)NCCCOC	-1.3	4.0%	-1.8	0.6	0.9	1.03	1	5.3	1.04
Cn1c(SCC(=O)N(C2CCCCC2)C2CCCCC2)nnc1-c1cccs1	0.8	3.0%	4.6	0.5	-5.3	1.02	1	13.7	1.06
O=C(Nc1ccccc1N1CCOCC1)c1ccc2c(c1)C(=O)N(Cc1ccncc1)C2=O	0.9	8.0%	-11.9	2.8	16.4	1.04	0.9	2.2	1.09
Cc1occc1-c1nnc(SCC(=O)c2c(N)n(Cc3ccccc3)c(=O)n(C)c2=O)n1C	-2.1	5.0%	3.3	1.3	3.3	1.01	0.9	2.5	1.01

Part of the list above, with values under each structure:
Screens in order: HTR1A agonist | NADH coupling | 5-HT1A blocker | MMP-13 inhibitor | RORa activator | Abs 340nm | TNAP act DEA | SF1 activator | Autofluor 339
> COc1ccc(-n2c(C)nc3cc(C(=O)N4CCOCC4)ccc32)cc1
→ -1.8 | 5.0% | -2.3 | -0.3 | 15.7 | 1 | nt | 4.8 | 1.09
> CCCC(=O)N(C)c1nnc(-c2ccc(OC)cc2)s1
→ 1.0 | 5.0% | -9.4 | -7.4 | 10.9 | 1.05 | 1 | 23.9 | 1.16
> COCCCn1c(=S)[nH]c2ccc(N3CCOCC3)cc2c1=O
→ -1.2 | 17.0% | 4.8 | -20.8 | 0.3 | 1.04 | 0.9 | 9.2 | 3.82*

Next section.
SMILES	HTR1A agonist	NADH coupling	5-HT1A blocker	MMP-13 inhibitor	RORa activator	Abs 340nm	TNAP act DEA	SF1 activator	Autofluor 339
O=C(NCc1ccc2c(c1)OCO2)c1c(O)c2cccc3c2n(c1=O)CCC3	-5.8	9.0%	-6.6	4.5	-13.3	0.99	0.9	-5.0	1.1
CCOc1ccc(-n2c(SCC(=O)Nc3ccc(OC)cc3OC)nc3c(c2=O)SCC3)cc1	3.6	5.0%	-8.8	3.4	-5.9	1.05	0.9	6.8	1.05
O=C(COc1ccc(Cl)cc1)NCc1nnc(SCC(=O)Nc2ccc3c(c2)OCCO3)o1	-3.8	2.0%	2.3	0.6	-24.3	1.03	0.9	-5.9	1.06
CSc1nc2ccc(NC(=O)C3CCCO3)cc2s1 (configuration not stated)	-2.3	6.0%	6.8	-4.4	25.4	0.98	1	36.7	1.08
COc1ccccc1C(=O)NCC(=O)n1nc(C)cc1C	1.8	1.0%	nt	-1.9	-25.6	1	0.9	-13.8	1.06
Cc1ccc(C)c(NC(=O)CCN2CCOCC2)c1	0.2	4.0%	8.7	4.4	2.1	1.03	1	13.2	1.06
O=C(c1nn2c(C(F)(F)F)cc(-c3ccccc3)nc2c1Cl)N1CCOCC1	-0.7	5.0%	-12.4	6.7	2.2	1.04	1	1.6	1.02
COc1cc(C(=O)OCC(=O)c2cc(C)n(C)c2C)cc(OC)c1OC	-2.7	16.0%	14.2	-4.2	36.3	1.02	1	51.7*	1.09
COc1ccc(NC(=O)c2cc(-c3cccs3)on2)cc1OC	-1.8	5.0%	-3.7	-0.1	0.7	1	0.9	-5.0	1.06
CC1CC(=O)N(CC(=O)Nc2ccc3c(c2)OCO3)c2ccccc2S1 (configuration not stated)	-3.4	4.0%	4.9	4.1	-9.5	0.98	1	0.6	1.12
C=C(C)Cn1c(C(C)NC(=O)CCC)nc2ccccc21 (configuration not stated)	-2.6	5.0%	7.2	5.0	-12.4	1.05	1	-6.9	1.09
O=C1C(Cl)=C(NCC2CCCO2)C(=O)N1C1CCCCC1 (configuration not stated)	-0.1	7.0%	-5.5	2.6	-4.5	1.03	0.8	-8.1	1.09
CCN1CCN(c2ncc(C(=O)Nc3c(F)cc(F)cc3Br)c3ccccc23)CC1	-0.2	11.0%	4.3	2.7	12.0	1.04	0.9	0.6	1.45

Hits appear at their usual frequency; overall some 8.9% were active at least once.
